# AmpC no deterg – AmpC beta-lactamase inhibition without detergent. AmpC nitrocefin hydrolysis, absorbance 480 nm, 0.0001% Triton. hit rate 0.52% among 330,000. Potency, µM (titrated, usually from 57.1 µM), without a hit: at the top dose activity change, negative = inhibition, most hits filed as inhibitors. P00811;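 note: potency is the fitted concentration of half-maximal effect; plate controls were no compound for no effect and no enzyme for full effect; nearly all actives have a fitted effect of over 20% in size; some results filed as inactive show a strong effect at the top dose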
# Target sequence (P00811 whole entry, looked up): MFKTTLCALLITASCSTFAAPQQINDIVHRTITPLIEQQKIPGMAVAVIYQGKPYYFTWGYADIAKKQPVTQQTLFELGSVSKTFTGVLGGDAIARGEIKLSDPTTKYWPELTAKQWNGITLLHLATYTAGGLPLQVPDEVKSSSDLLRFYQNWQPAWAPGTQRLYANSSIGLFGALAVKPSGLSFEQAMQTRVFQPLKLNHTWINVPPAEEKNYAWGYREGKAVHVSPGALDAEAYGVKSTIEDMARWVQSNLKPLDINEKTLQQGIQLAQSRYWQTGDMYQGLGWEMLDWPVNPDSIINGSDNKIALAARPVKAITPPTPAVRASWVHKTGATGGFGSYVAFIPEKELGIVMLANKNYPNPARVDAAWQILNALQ
#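 20 mM phosphate pH 7.0 + 0.01% (detergent screen) or 0.0001% Triton X-100; 5.3 nM AmpC reagent; cpd preinc 15 min RT; nitrocefin (800 uM stock) to start; A480 q20 s × 4 min; Activity was normalised to no-enzyme and no-compound control wells.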
# HCMV inh – human cytomegalovirus inhibition; activity change, negative = inhibition, % at 57.5 µM; hit rate 4.5% among 410,000; HFF cells, HCMV-luciferase reporter, 72 h; active compounds read low; AID 1259415; in the data active = activity change below about -60%; inconclusive = no clear call, values can overlap the other calls; inactive = above about -39%
#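 Human foreskin fibroblasts infected with luciferase-reporter HCMV at MOI 1 PFU/cell, compounds at two doses. Luciferase measured 72 h post infection; normalized to buffer-only basal and Salinomycin (10uM) controls.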
# AmpC inh detg – AmpC beta-lactamase inhibition with detergent present; P00811; Potency, µM (top dose mostly 114 µM), without a hit: top-dose activity change, negative = inhibition, usual class: inhibitors; AID 485294; hit rate 0.041% among 370,000; AmpC hydrolysis of nitrocefin, absorbance 480 nm, 0.01% Triton;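 note: potency is the fitted concentration of half-maximal effect; 0% = no-compound wells and -100% = no-enzyme wells; nearly all actives have a fitted effect of over 25% in size; some results filed as inactive show a strong effect at the top dose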
#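 20 mM phosphate pH 7.0 + 0.01% (detergent screen) or 0.0001% Triton X-100; 5.3 nM AmpC reagent; cpd preinc 15 min RT; nitrocefin (800 uM stock) to start; A480 q20 s × 4 min; Activity was normalised to no-enzyme and no-compound control wells.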
# Sm TGR inh – inhibitors of Schistosoma mansoni thioredoxin glutathione reductase. Q962Y6. purified TGR, DTNB reduction, TNB absorbance 405 nm. Potency, µM (doses to about 114 µM), for inactives: top-dose activity change, negative = inhibition, hits mostly inhibitors. hit rate 3% among 360,000; note: potency is the fitted concentration of half-maximal effect; nearly all actives have a fitted effect of over 60% in size
#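 TGR 20 nM + NADPH 100 uM (dispensed conc.), cpd preinc 15 min RT; start with NADPH (500 uM addition) then DTNB (15 mM addition). Kinetic TNB absorbance, 405 nm filter. Four-parameter Hill fit across titration.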
# HCV inhibitor – inhibitors of hepatitis C virus infection | Potency, µM (doses to about 41.8 µM), without a hit: at the highest dose activity change, negative = inhibition, hits mostly inhibitors | hit rate 3.4% among 340,000 | Huh7.5.1 HCVcc-Cre infection, luciferase reporter, 44 h | AID 651820; note: potency is the fitted concentration of half-maximal effect
#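 1,000 cells/well; 4 h culture; + compound; + HCVcc-Cre (~0.5 moi); 44 h; luciferase substrate, RT 15 min; read 15 sec.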
# Giardia FBPA inh – inhibitors of Giardia lamblia fructose-1,6-bisphosphate aldolase; A8B2U2; purified Giardia FBPA; Potency, µM (top dose mostly 59.6 µM), for the others: at the highest dose activity, negative = inhibition, most hits filed as inhibitors; hit rate 0.71% among 290,000; AID 2451; note: potency is the fitted concentration of half-maximal effect; nearly all actives have a fitted effect of over 55% in size
# Target sequence (A8B2U2 whole entry, looked up): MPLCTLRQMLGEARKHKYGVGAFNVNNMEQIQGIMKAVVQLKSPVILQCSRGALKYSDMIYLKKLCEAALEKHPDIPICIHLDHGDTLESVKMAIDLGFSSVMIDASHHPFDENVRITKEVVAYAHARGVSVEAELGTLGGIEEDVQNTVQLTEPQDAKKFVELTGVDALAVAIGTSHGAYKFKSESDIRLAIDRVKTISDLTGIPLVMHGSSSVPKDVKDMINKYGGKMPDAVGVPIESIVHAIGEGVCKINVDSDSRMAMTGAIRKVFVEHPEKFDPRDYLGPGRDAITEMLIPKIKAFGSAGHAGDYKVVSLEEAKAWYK
#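 Giardia FBPA (40 nM reagent) was preincubated 10 min at RT with compound (up to 57.5 uM final), then substrate plus GAPDH/TPI/NAD/arsenate coupling system with diaphorase/resazurin was added; resorufin fluorescence (525/598 nm) was read after 20 min.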
# * = called active by the depositor; u = inconclusive; x = no result given; & = joins results of further samples; [ ] = dose if it differs, or a comment. Unless noted, calls come from the whole dose curve; as a rule, active = well fitted curve in the direction sought with a large enough effect; inconclusive = small, poorly fitted or top-dose-only effect, or another doubt; inactive = no such curve, though single readings can be large; an effect the other way counts as inactive or inconclusive. Unless noted, % is set by controls: 0 for no effect and ±100 for the full control effect. No enrichment for hits; about 9.9% have a hit in one of these screens.
SMILES,AmpC no deterg,HCMV inh,AmpC inh detg,Sm TGR inh,HCV inhibitor,Giardia FBPA inh
Nc1c(C(=O)Nc2ccc(Cl)c(C(=O)O)c2)sc2nc3c(cc12)CCCC3,-46%,-6,-12%,-23%,3%,x
COc1cccc(-c2ncc3ccccc3c2COC(=O)N2CCOCC2)c1,23%,-16,7%,-12%,-23%,x
CC1=CC(C)(C)[N+](C)=CN1c1ccccc1,-17%,18,0%,-17%,-5%,7%
CCOC(=O)C1CSC(CC(=O)Nc2ccc(Cl)cc2)C(=O)N1 (centres undefined),-8%,-7,-13%,-2%,1%,4%
CC(C)CCSc1nc2c(c(=O)[nH]c(=O)n2C)n1CCCc1ccccc1,22%,-1,-9%,-5%,3%&4%,23%
CC(C)(C)C(=O)Cn1nc(Cl)nc1Cl,2%,12,2%,0%,8%,5%
COC(=O)C1=C(C)N(CCc2ccc(OC)cc2)C(=O)C1,81%[activator],-31,6%,7%[11.4 µM],-10%,-5%
O=C(OCC(=O)N1CCc2ccccc21)c1ccc[n+]([O-])c1,-23%,62,-2%,21%,7%,0%
CCOC(=O)CSc1nnc(CSc2nc3sc4c(c3c(=O)[nH]2)CCCC4)n1-c1ccccc1,-2%,-33,-12%,6%,12%,6%
COc1ccc(NC(=O)CN(C)C(=O)c2c(-c3ccccc3Cl)noc2C)cc1,-17%,-15,-17%,-6%,-22%,x

# Structural class: the compounds so far with an NH in an aromatic ring (two)
SMILES,AmpC no deterg,HCMV inh,AmpC inh detg,Sm TGR inh,HCV inhibitor,Giardia FBPA inh
CC(C)CCSc1nc2c(c(=O)[nH]c(=O)n2C)n1CCCc1ccccc1,22%,-1,-9%,-5%,3%&4%,23%
CCOC(=O)CSc1nnc(CSc2nc3sc4c(c3c(=O)[nH]2)CCCC4)n1-c1ccccc1,-2%,-33,-12%,6%,12%,6%

# Next section.
SMILES,AmpC no deterg,HCMV inh,AmpC inh detg,Sm TGR inh,HCV inhibitor,Giardia FBPA inh
O=C(c1cccs1)N1N=C(c2ccccc2)CC1c1ccccc1O (centres undefined),16µM*,-60*,8%,8%,-14%,0%
COc1ccc(CCNC(=O)C(=O)NCC(c2cccs2)S(=O)(=O)c2ccccc2)cc1 (centres undefined),x,-24,0%,-15%,x,x
CC(Sc1nnc(N)s1)C(=O)NNC(=O)c1cccc(Cl)c1 (centres undefined),-12%,-27,x,x,-18%,x
CN1C2CCC1CC(NC(=O)CSc1ccc(C(C)(C)C)cc1)C2 (centres undefined),18%,16,8%,31%,-9%,11%
COc1ccc(C(CNC(=O)CN2C(=O)NC3(CC(C)CC(C)(C)C3)C2=O)N2CCOCC2)cc1 (centres undefined),125%[activator],45,4%,-20%,-12%&11%,2%
CCN(Cc1ccccc1)C(=O)Cn1c(=O)n(-c2ccc(Cl)cc2)c(=O)c2c(C)c(C(=O)N(C)C)sc21,x,-15,10%,0%,x,x
CCOC(=O)c1cc(S(=O)(=O)Nc2cc(C)c(Cl)cc2OC)[nH]n1,x,11,24%,-3%,x,x
Fc1ccc(NC(=S)Nc2ccccc2Cl)cc1,-12%,-33,3%,u,2%,1%
CCC(=O)Oc1ccc(-c2cnc3ccccc3n2)cc1,17%,114,-3%,12%,8%,-3%
Cc1cc(C(=O)CSc2cccc[n+]2[O-])c(C)n1-c1ccc(OC(F)F)cc1,66%[activator],-73*,5%,1%,u,-6%
Cc1cc(C)c2[nH]c(=O)c(C(c3nnnn3Cc3ccc4c(c3)OCO4)N3CCCCC3)cc2c1 (centres undefined),-57%,-18,3%,u,15%&3%,-10%
N#C/C(C(=O)Oc1ccccc1)=C1\C=CC=CN1,-14%,113,-10%,9%,u,-4%
Cc1ccc(NCc2cccn2-c2nnc(N3CCCCCC3)s2)cc1,x,-28,-1%,6%,x,x
COc1cccc(CNn2cn[nH]c2=S)c1OCc1ccccc1,-20%,-24,-14%,5%,12%,-10%
CSCCCNC(=S)Nc1ccc(N2CCOCC2)cc1,-7%,16,-1%,-26%,2%,-11%
CCOc1ccc(N(C)S(=O)(=O)c2ccc(C)c(C(=O)OCC(=O)c3c[nH]c4ccccc34)c2)cc1,-46%,u,-1%,x,0%,-6%
CC(=O)Nc1cccc(NC(=S)Nc2ccc(F)c(Cl)c2)c1,-27%,7,-4%,28µM*,-13%,u
Cc1ccc(S(=O)(=O)NCC(c2ccc3c(c2)OCO3)N2CCN(c3ccccc3)CC2)cc1 (centres undefined),-38%,-21,-3%,1%,9%,x
Cc1cccc(C)c1NS(=O)(=O)c1cc2c3c(c1)CC(=O)N3CCC2,4%,-65*,1%,6%,-11%,x
COc1cc2c(-c3ccc4cc[nH]c4c3)c(-c3ccsc3)oc(=O)c2cc1OC,0%,u,3%,-4%,u,x

# Quoted at random: 2 entries already listed
SMILES,AmpC no deterg,HCMV inh,AmpC inh detg,Sm TGR inh,HCV inhibitor,Giardia FBPA inh
CSCCCNC(=S)Nc1ccc(N2CCOCC2)cc1,-7%,16,-1%,-26%,2%,-11%
Cc1ccc(NCc2cccn2-c2nnc(N3CCCCCC3)s2)cc1,x,-28,-1%,6%,x,x

# (continued)
SMILES,AmpC no deterg,HCMV inh,AmpC inh detg,Sm TGR inh,HCV inhibitor,Giardia FBPA inh
CCOC(=O)C1=C(COC(=O)/C=C/c2ccccc2Cl)NC(=O)NC1C (centres undefined),43%[activator],-15,0%,-10%,7%,x
CC(C)COc1ccc(CNC(=S)N/N=C/c2ccc([N+](=O)[O-])cc2)cc1,-49%,-25,-13%,-23%,2%,3%
CCc1ccc2oc(=O)cc(CN3CCC(C)CC3)c2c1,-25%,-22,u,4%,u,3%
CCOC(=O)Cn1cc([N+](=O)[O-])nc1[N+](=O)[O-],-16%,51,-5%,u,u,u
Cc1ccc(CNC(=O)CC(NC(=O)c2ccccc2)c2ccccc2)cc1 (centres undefined),-53%,-4,-4%,-7%,15%,x
COc1ccc(C(=O)Nc2ccc3nc4c(c(Nc5ccc(OC)c(OC)c5)c3c2)CCCC4)c(OC)c1,x,-92*,4%,1%,x,x
CC(=O)c1ccc(OCCCC(=O)N2CCN(S(=O)(=O)c3ccc(C(C)C)cc3)CC2)cc1,122%[activator],u,u,6%,10µM*,x
O=C1CN(C(=O)COC(=O)c2ccc[n+]([O-])c2)c2ccccc2N1,-9%[11.4 µM],-22,-20%,-9%,7%,2%
CCOC(=O)c1ccc(NC(=O)CN(c2ccc(C)cc2)S(=O)(=O)c2ccc(OC)cc2)cc1,x,8,4%,9%,x,x
Clc1ccccc1Cc1noc(CN2CCCCC2CCc2ccccn2)n1 (centres undefined),184%[activator],u,-2%,0%,9%,-4%

# Only HCV inhibitor, AmpC inh detg and Sm TGR inh, for 6 of the compounds above:
Molecule	HCV inhibitor	AmpC inh detg	Sm TGR inh
CCOC(=O)c1cc(S(=O)(=O)Nc2cc(C)c(Cl)cc2OC)[nH]n1	x	24%	-3%
Fc1ccc(NC(=S)Nc2ccccc2Cl)cc1	2%	3%	u
N#C/C(C(=O)Oc1ccccc1)=C1\C=CC=CN1	u	-10%	9%
CC(=O)c1ccc(OCCCC(=O)N2CCN(S(=O)(=O)c3ccc(C(C)C)cc3)CC2)cc1	10µM*	u	6%
Clc1ccccc1Cc1noc(CN2CCCCC2CCc2ccccn2)n1 (centres undefined)	9%	-2%	0%
CCOC(=O)CSc1nnc(CSc2nc3sc4c(c3c(=O)[nH]2)CCCC4)n1-c1ccccc1	12%	-12%	6%

# Remaining list, next part.
SMILES,AmpC no deterg,HCMV inh,AmpC inh detg,Sm TGR inh,HCV inhibitor,Giardia FBPA inh
COC(=O)C1=CN(Cc2cccs2)C=C(C(=O)OC)C1c1ccc(OC)cc1OC,116%[activator],3,5%,0%,-11%,-8%
O=C(NC1CCCN(c2ccc(C(F)(F)F)cn2)C1)c1ccncc1 (centres undefined),-6%,u,4%,-25%,-11%,x
Cc1ccccc1C(=O)Nc1ccc(C(=O)OCc2cc(=O)n3nc(C4CC4)sc3n2)cc1,x,-81*,3%,-1%,x,x
O=C(CN1C(=O)NC2(CCCCC2)C1=O)N1CCN(C(=O)c2cccs2)CC1,-8%,-21,4%,-7%,28%,x
CCN(CC)CCN(C(=O)c1ccc(C(=O)c2ccccc2)cc1)c1nc2ccc(OC)cc2s1,-7%,11,-3%,7%,-5%,-27%
COCc1ccc(C(=O)N2CCCCC2C(=O)Nc2ccc(-n3nc(C)cc3C)cc2)o1 (centres undefined),108%[activator],16,-2%,-32%,-3%,x
CCC(=O)Nc1c(S(=O)(=O)c2ccccc2)c2nc3ccccc3nc2n1C(C)c1ccccc1 (centres undefined),-25%,x,u,-2%,u,-10%
C/C(=N\NC(=O)C(=O)Nc1c(C)n(C)n(-c2ccccc2)c1=O)c1ccc(Cl)s1,-7%,-1,-2%,2%,7%,4%
Clc1nc2nc3n(c2nc1Cl)CCC3,-5%,-2,-2%,-1%,7%,5%
CCOc1ccc(-c2nc(N)nc(C)c2-c2ccc(OC)c(OC)c2)c(O)c1,5%,u,-11%,-23%,-17%,4%
CCN1CCCC1CNC(=O)COc1cc(=O)n(C)c2ccccc12 (centres undefined),-13%,13,u,-1%,10%,-15%
CCN(CC)c1ccc(C=Nc2ccc(OC)c(S(=O)(=O)N3CCOCC3)c2)c(O)c1,1%,-3,-1%,5%,-6%,x

# Source: PubChem
